# Screening data (PubChem BioAssay)
# Kir21 inh: Kir2.1 (mouse) channel inhibition | HEK293-Kir2.1, FluxOR thallium flux fluorescence; active compounds read low | 0.85% of 310,000 active | P35561 | B-score at 10 µM;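 active means fluorescence ratio B-score at or below minus 3 SD of library scores, with starting-brightness B-score within 2 SD, cut at about -4.2 in these data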;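 further: channel flux triggered by added potassium and thallium sulfate stimulus; B-score of peak minus minimum fluorescence over baseline after thallium stimulus; more negative B-score means stronger Kir2.1 block with less thallium influx; some compounds called inactive have numbers as strong as hits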
# Target sequence (P35561 whole entry, looked up): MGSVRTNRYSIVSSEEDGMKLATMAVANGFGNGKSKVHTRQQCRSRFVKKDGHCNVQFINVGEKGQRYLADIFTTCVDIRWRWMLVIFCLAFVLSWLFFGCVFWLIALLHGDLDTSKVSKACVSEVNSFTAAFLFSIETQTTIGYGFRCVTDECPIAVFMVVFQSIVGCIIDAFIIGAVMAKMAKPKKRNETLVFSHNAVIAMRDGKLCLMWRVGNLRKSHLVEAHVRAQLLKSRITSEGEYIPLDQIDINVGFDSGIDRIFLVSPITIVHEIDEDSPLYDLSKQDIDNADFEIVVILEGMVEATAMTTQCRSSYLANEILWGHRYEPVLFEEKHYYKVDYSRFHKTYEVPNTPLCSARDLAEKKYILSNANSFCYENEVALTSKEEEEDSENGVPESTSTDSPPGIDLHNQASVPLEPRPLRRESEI
# STK33 inh: inhibitors of human STK33 kinase; Q9BYT3; purified STK33, MBP phosphorylation, ADP-Glo luminescence; inhibition, % at 10 µM; 0.073% of 320,000 active; AID 2661;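 active means inhibition at or above 25%, using the most active replicate where run in duplicate; inactive means inhibition below 25%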
# Target sequence (Q9BYT3 whole entry, looked up): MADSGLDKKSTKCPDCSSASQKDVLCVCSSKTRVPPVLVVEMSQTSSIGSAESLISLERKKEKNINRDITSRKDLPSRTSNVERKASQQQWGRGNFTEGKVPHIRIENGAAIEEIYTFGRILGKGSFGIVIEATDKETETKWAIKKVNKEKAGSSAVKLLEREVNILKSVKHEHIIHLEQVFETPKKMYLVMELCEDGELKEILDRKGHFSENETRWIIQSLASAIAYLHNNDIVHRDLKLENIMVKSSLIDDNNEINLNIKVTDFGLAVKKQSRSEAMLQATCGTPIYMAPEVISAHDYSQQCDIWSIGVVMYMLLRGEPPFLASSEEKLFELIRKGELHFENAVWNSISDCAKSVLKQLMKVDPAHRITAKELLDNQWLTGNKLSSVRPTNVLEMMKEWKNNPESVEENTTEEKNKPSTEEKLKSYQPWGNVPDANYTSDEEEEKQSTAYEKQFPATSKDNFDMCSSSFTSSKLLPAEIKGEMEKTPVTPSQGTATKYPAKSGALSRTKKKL
# * = called active by the depositor; nt = not tested or not shown. These rows are one share of the data; rates above refer to the full screens.
# Under each structure – STK33 inh | Kir21 inh
- COC(=O)C1=C(c2ccc(OC)c(OC)c2)C[C@@H]2CC[C@H]1N2C(=O)NCc1ccco1
  -1.6 | nt
- CC(=O)Nc1ccc(C(c2c(O)c3ccccc3oc2=O)c2c(C)n(C)n(-c3ccccc3)c2=O)cc1 (stereo not given)
  0.0 | -1.32
- CCN1CCN(Cc2cc(Br)ccc2O)CC1
  -1.9 | 1.28
- O=C(N/N=C/c1c(O)n(CCC2=CCCCC2)c(=S)[nH]c1=O)c1ccccc1
  -0.7 | -1.39
- CC(=O)c1ccc(NC2=NCCCS2)cc1
  1.1 | 0.27
- O=[N+]([O-])c1cc(Cl)c(O)c(-[n+]2c(-c3ccccc3)cc(-c3ccccc3)cc2-c2ccccc2)c1
  0.2 | 0.48
- CCN1CCN(c2nc3ccccc3s2)CC1
  -1.1 | -1.69
- Nc1c(C(=O)OCC2CCCO2)c2nc3ccccc3nc2n1Cc1cccs1 (stereo not given)
  0.8 | -0.38
- C[N+]1(CCC(C(N)=O)(c2ccccc2)c2ccccc2)CCCCC1
  -1.2 | 0.97
- Oc1cc2c(cc1CN1CCN(c3ccccc3)CC1)CCC2
  -1.3 | 1.36
- O=C(Cn1cnc2sc3c(c2c1=O)CCCC3)NCCC(=O)N1CCC2(CC1)OCCO2
  -1.2 | 1.03
- CC1(c2ccccc2)NCCN2C(=O)CSC21 (stereo not given)
  0.7 | 1.59
- O=C1NC(c2cc3ccccc3nc2Cl)Nc2ccccc21 (stereo not given)
  0.4 | 4.51
- O=c1c2ccccc2nc(-c2ccccc2)n1-c1cccnc1
  -0.8 | 0
- CC(C)Nc1nc(Cl)nc(NC(C)C)n1
  -0.1 | -0.88
- Cn1c(O)c(N=Nc2ccc(S(=O)(=O)N3CCOCC3)cc2)c(=O)n(C)c1=O
  -0.8 | -1.29
- CC(C)[N+]12CCC(CC1)C(C(O)(c1ccccc1)c1ccccc1)C2 (stereo not given)
  -1.0 | 1.07
- COc1cccc(CCNCc2c(F)cccc2F)c1
  1.3 | -0.03
- O=C(O)CNC1c2ccccc2CSc2ccccc21 (stereo not given)
  -1.6 | 1.2
- CCCCCn1c(=O)c(C(=O)NCc2ccccn2)c(O)c2ccccc21
  -1.6 | -1.35
- Cc1nc2cc([N+](=O)[O-])ccc2c(=O)n1-c1ccc(Br)cc1
  -1.4 | -0.12
- CCN(CC)C(=O)c1ccc(N(Cc2ccccc2)S(C)(=O)=O)cc1
  0.9 | 0.58
- O=[N+]([O-])c1ccc(C2C3C(c4ccccc4)=NC4(CCCCC4)N32)cc1 (stereo not given)
  1.0 | 0.37
- C[C@]1(O)CCC2C3CC[C@H]4C[C@@H](OC(=O)CNC(=O)CN)CC[C@]4(C)C3CC[C@@]21C (stereo not given in full)
  -1.0 | nt
- Cc1ccc(C(=O)N/C(=C\Cl)P(=O)(c2ccccc2)c2ccccc2)cc1
  0.3 | -0.06
- Clc1ccc(CSC(Cn2ccnc2)c2ccc(Cl)cc2Cl)cc1 (stereo not given)
  -0.7 | -0.07
- CC(C)c1ccc(-n2c(O)c(/C=N/N3CCOCC3)c(=O)[nH]c2=S)cc1
  -2.4 | 0.02
- CCOc1cc(CNCCc2cccc(F)c2)ccc1OC
  0.0 | 1.23
- CCCCn1c(O)c(/C=N/N2CCOCC2)c(=O)[nH]c1=S
  -1.5 | -0.09
- CCN1CCN(Cc2nc3ccc([N+](=O)[O-])cc3c(=O)n2-c2ccccc2F)CC1
  0.3 | 0.19

# Complete entries, looked up by structure:
# O=C1NC(c2cc3ccccc3nc2Cl)Nc2ccccc21 (stereo not given) is listed with STK33 inh = 0.4; Kir21 inh = 4.51
# CC1(c2ccccc2)NCCN2C(=O)CSC21 (stereo not given) is listed with STK33 inh = 0.7; Kir21 inh = 1.59
# O=c1c2ccccc2nc(-c2ccccc2)n1-c1cccnc1 is listed with STK33 inh = -0.8; Kir21 inh = 0

# Quoted from the listing:
# STK33 inh result of O=C(Cn1cnc2sc3c(c2c1=O)CCCC3)NCCC(=O)N1CCC2(CC1)OCCO2 reads -1.2
# Kir21 inh result of CCN(CC)C(=O)c1ccc(N(Cc2ccccc2)S(C)(=O)=O)cc1 reads 0.58
# Kir21 inh result of CC(=O)c1ccc(NC2=NCCCS2)cc1 reads 0.27
# Kir21 inh result of Clc1ccc(CSC(Cn2ccnc2)c2ccc(Cl)cc2Cl)cc1 (stereo not given) reads -0.07
# STK33 inh result of COC(=O)C1=C(c2ccc(OC)c(OC)c2)C[C@@H]2CC[C@H]1N2C(=O)NCc1ccco1 reads -1.6
# STK33 inh result of O=[N+]([O-])c1cc(Cl)c(O)c(-[n+]2c(-c3ccccc3)cc(-c3ccccc3)cc2-c2ccccc2)c1 reads 0.2

# Continued:
# Under each structure – STK33 inh | Kir21 inh
- CCC(=NCc1cccnc1)c1c(O)n(-c2ccccc2)c(=O)[nH]c1=O
  0.6 | -0.32
- COc1ccc(NC(=O)C2C3CCC(O3)C2C(=O)O)c(OC)c1 (stereo not given)
  0.2 | 0.09
- CCCCC(=O)N/N=C/c1c(O)n(Cc2ccco2)c(=O)[nH]c1=O
  0.4 | 1.38
- COC(=O)C1=C(c2ccccc2OCc2ccccc2)C[C@@H]2CC[C@H]1N2C(=O)NCc1ccc(N(C)C)cc1
  -0.1 | nt
- O=c1c2ccccc2nc(CN2CCOCC2)n1-c1ccccc1F
  -2.6 | -0.45
- O=C(c1cccs1)c1cn(Cc2ccccc2Cl)c2ccccc12
  1.9 | -0.29
- N=c1sc2c(n1Cc1ccccc1)CCCC2
  0.4 | -2.4
- COCCNC(=O)Cn1cc(/C=C2\C(=O)NC(=O)N(c3ccccc3F)C2=O)c2ccccc21
  -0.6 | 1.38
- Cc1c(C)c2cc(Cl)c(OCC(=O)N3C[C@H]4C[C@@H](C3)c3cccc(=O)n3C4)cc2oc1=O
  0.6 | -1.54
- O=C1NC(=O)N(Cc2ccccc2)C(=O)/C1=C\N1CCCc2ccccc21
  10.2 | -2.54
- Cc1ccccc1-c1nc(CS(=O)CC(=O)N2CCC3(CC2)OCCO3)c(C)o1 (stereo not given)
  -1.2 | 0.62
- CCc1nc2ccc(N3CCN(C)CC3)cc2nc1CC
  -1.8 | -0.03
- O=C1CNC(c2ccccc2Cl)c2cc(Br)ccc2N1 (stereo not given)
  0.3 | 0.75
- Cn1cc(C(=O)Cc2ccccc2)c2ccccc21
  -0.6 | -1.17
- c1ccc2cc(C3N4CCCN34)ccc2c1 (stereo not given)
  -1.0 | 1.58
- CCn1c(O)c(C=Nc2cc(Cl)ccc2Cl)c(=O)n(CC)c1=O
  -2.1 | 0.56
- CSc1ccc(CNC(C)C(O)c2ccccc2)cc1 (stereo not given)
  -1.2 | -5.52*
- C[N+]1(C)[C@@H]2CC[C@H]1CC(OC(=O)[C@@H](CO)c1ccccc1)C2 (stereo not given in full)
  -3.1 | 0.97
- CC(C)(O)/C=C/C(=O)[C@](C)(O)C1[C@H](O)C[C@@]2(C)C3CC=C4C(C[C@H](O)[C@@H](O)C4(C)C)[C@]3(C)C(=O)C[C@]12C (stereo not given in full)
  -0.5 | nt
- CCc1sc(C(=O)N2CCC3(CC2)OCCO3)cc1Br
  0.0 | -0.33
- CC(/C=C(\C)Nc1ccccc1)=Nc1ccccc1
  -1.1 | -0.73
- CCOc1cc2c(cc1OCC)-n1cccc1C(c1ccccc1O)NC2 (stereo not given)
  0.0 | -0.36
- COc1ccc(-c2nn(Cc3ccccc3)cc2C(=O)NC2CC2)cc1OC
  -0.6 | nt
- Cc1cc(/C=C2\C(=O)NC(=O)N(Cc3ccccc3)C2=O)c(C)n1-c1ccc(Cl)c(C(=O)O)c1
  2.6 | 0.03
- Cn1c(CN2CCN(C(=O)COc3ccccc3)CC2)nc2cc([N+](=O)[O-])ccc21
  -0.5 | 0.86
- C=CCn1c(O)c(C(C)=NCCCN2CCOCC2)c(=O)[nH]c1=O
  -1.0 | 0.59
- Cc1ccc2c(c1)CC1(CN2C)C(=O)NC(=O)N(c2ccc(C)c(C)c2)C1=O (stereo not given)
  -1.4 | 0.01
- CCOP(=O)(OCC)C(NC(=O)CC(C)C)C(Cl)(Cl)Cl (stereo not given)
  -1.9 | -0.05
- CCCn1c(C(=O)c2ccc(OC)cc2)nc2ccccc21
  0.0 | 0.5
- O=C(c1ccc2c(c1)N(Cc1ccc(F)cc1)CCS2)N1CCC2(CC1)OCCO2
  -3.1 | -0.43

# Pulled by structure from the list above:
# Under each structure – STK33 inh | Kir21 inh
- Cc1cc(/C=C2\C(=O)NC(=O)N(Cc3ccccc3)C2=O)c(C)n1-c1ccc(Cl)c(C(=O)O)c1
  2.6 | 0.03
- Cn1c(O)c(N=Nc2ccc(S(=O)(=O)N3CCOCC3)cc2)c(=O)n(C)c1=O
  -0.8 | -1.29
- CCn1c(O)c(C=Nc2cc(Cl)ccc2Cl)c(=O)n(CC)c1=O
  -2.1 | 0.56

# More records follow.
# Under each structure – STK33 inh | Kir21 inh
- CC(C)C(=O)NC(Oc1ccccc1Cl)C(Cl)(Cl)Cl (stereo not given)
  -0.7 | -1.79
- COC(=O)C1=C(c2ccc(OC(F)(F)F)cc2)C[C@@H]2CC[C@H]1N2C(=O)N1CCC(O)CC1
  1.0 | nt
- Cc1cccc(N2C(=O)NC(=O)C3(Cc4cc(C)ccc4N(C)C3)C2=O)c1 (stereo not given)
  -2.3 | -0.49
- COc1ccc(C(=O)N2C[C@H]3C[C@@H](C2)c2cccc(=O)n2C3)cc1OC
  -1.0 | 0.05
- Nc1c(C(=O)NCc2ccco2)c2nc3ccccc3nc2n1Cc1ccc(F)cc1
  -2.6 | 1.06
- O=S1(=O)CCN(CCc2c[nH]c3ccccc23)CC1
  -2.2 | 0.17
- NC(=O)C1(N2CCCCC2)CCN(Cc2ccccc2)CC1
  -2.4 | -0.32
- CCOC(=O)C1CCN(C(C)C(=O)c2c[nH]c3ccccc23)CC1 (stereo not given)
  -0.5 | 1.56
- COC(=O)C1=C(c2cccc(OC)c2OC)C[C@@H]2CC[C@H]1N2C(=O)N1CCCCC1
  -3.6 | 2.03
- Cc1cc([N+](=O)[O-])c(Cl)cc1NC(=O)C(C)C
  -0.5 | -0.99
- O=P(C(c1ccc2c(c1)OCO2)N1CCOCC1)(N1CCOCC1)N1CCOCC1 (stereo not given)
  -0.8 | -0.02
- COc1cccc(-n2c(CN3CCOCC3)nc3ccc([N+](=O)[O-])cc3c2=O)c1
  0.1 | -0.44
- O=c1[nH]c(=O)n(-c2cccc3ccccc23)c(O)c1/C=N/N1CCCCCC1
  -3.2 | -0.43
- C#C[C@@]1(O)CCC2C3CCC4=C/C(=N/OCC(=O)NC(C(=O)O)C(C)O)CC[C@]4(C)C3CC[C@@]21C (stereo not given in full)
  -0.7 | 0.5
- Oc1ccc2c3c1O[C@H]1c4oc5ccccc5c4C[C@@]4(O)[C@@H](C2)N(CC2CC2)CC[C@]314
  -1.2 | -1.36
- ClCC(Br)CBr (stereo not given)
  0.8 | nt
- CC(C)n1c(=O)c(C=Nc2cccc([N+](=O)[O-])c2)c(O)n(CCc2ccccc2)c1=O
  -1.3 | -2.06
- CCC1(C2=NCCN2)Cc2ccccc2O1 (stereo not given)
  -1.6 | nt
- O=C(NC1CN2CCC1CC2)c1cccc(Cl)c1 (stereo not given)
  -1.1 | 0.24
- COC(=O)C1=C(c2cccc(OC)c2OC)C[C@@H]2CC[C@H]1N2C(=O)NCC1CC1
  0.7 | -0.46
- COC(=O)C1=C(c2ccc(F)cc2OCc2ccccc2)C[C@@H]2CC[C@H]1N2C(=O)NCc1ccc2[nH]ccc2c1
  -1.3 | nt
- N=C1C(c2ccccc2)=C(O)CN1Cc1ccco1
  0.4 | -1.11
- O=S(=O)(F)c1ccc2nc(-c3cccc(Sc4ccccc4)c3)cc(Cl)c2c1
  0.4 | -2.54
- CN(C(=O)Oc1ccc(Cl)c2cccnc12)c1ccccc1
  -2.6 | -1.09
- CCCOC(=O)c1ccccc1C(=O)OCCC
  -0.2 | nt
- FC(F)=C(F)CCSc1ncn[nH]1
  -0.1 | -1.43
- C=C(C)CSc1nnc([C@@H](N)Cc2c[nH]c3ccccc23)o1
  -0.5 | -0.38
- CO[C@@H]1C=CC23c4cc5c(cc4CO[C@]2(O)CN(C)[C@H]3C1)OCO5 (stereo not given in full)
  0.1 | nt
- Cc1ccc(-n2c(O)c(/C=N/Nc3ccccc3)c(=O)[nH]c2=O)cc1C
  -0.2 | -1.72
- Cn1cc(C=C(C#N)C#N)c2ccccc21
  -1.7 | -9.25
- Cn1c(O)c(/C=N/NC(=O)c2ccncc2)c(=O)[nH]c1=S
  -2.1 | 0.56
- COC(=O)C1=C(c2ccc3ccccc3c2)C[C@@H]2CC[C@H]1N2C(=O)NCc1ccco1
  -3.4 | nt

# Compounds above that have a thiophene ring, fused or not:
# Under each structure – STK33 inh | Kir21 inh
- Nc1c(C(=O)OCC2CCCO2)c2nc3ccccc3nc2n1Cc1cccs1 (stereo not given)
  0.8 | -0.38
- O=C(Cn1cnc2sc3c(c2c1=O)CCCC3)NCCC(=O)N1CCC2(CC1)OCCO2
  -1.2 | 1.03
- O=C(c1cccs1)c1cn(Cc2ccccc2Cl)c2ccccc12
  1.9 | -0.29
- CCc1sc(C(=O)N2CCC3(CC2)OCCO3)cc1Br
  0.0 | -0.33
